From PubChem
CAL PDZ FP-1: CAL PDZ (human) peptide binding inhibition; Q9HD26; purified CAL PDZ, TMR-peptide fluorescence polarization, 1 h; inhibition, % at 24.9 µM; 300,000 compounds, 0.92% hits; AID 602252;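 active means mean inhibition of at least 30% with at least half of replicates also reaching 30%; inconclusive means no clear call, values can overlap the other calls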;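 further: 0% = DMSO neutral control and 100% = excess unlabeled competitor peptide PRC23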
Tat transport: E. coli Tat transport inhibition; inhibition, % at 10 µM; 340,000 compounds, 0.036% hits; E. coli MC4100 TorA-mCherry Tat export, fluorescence;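 active means mean replicate inhibition at least 50% and at least half of replicates individually reaching 50%; inconclusive means only one of the two criteria met; inactive means neither criterion met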;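 further: exported cargo escapes ClpAP degradation while cytoplasmic cargo is degraded and loses fluorescence; 0% = median of neutral control wells and 100% = median of NaSCN control wells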
AddAB inh: less growth of phage-infected E. coli with AddAB | inhibition, % at 11.9 µM | AID 435030 | E. coli expressing H. pylori AddAB, absorbance growth | 330,000 compounds, 0.29% hits; in the data active means inhibition above about 12%;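 further: 0% = vehicle wells of infected cells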
SR-BI DiI inh: blocks mouse SR-BI lipid uptake from DiI-HDL; ldlA[mSR-BI] CHO cells, DiI-HDL uptake fluorescence, 3 h; 320,000 compounds, 0.96% hits; inhibition, % at 12.5 µM; AID 488896; Q61009;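 active means mean replicate inhibition of at least 70% and a set share of replicates each scoring 70 or more; inconclusive means meets just one of the two criteria; inactive means fails both criteria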;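 further: 0% = median of neutral control wells and 100% = median of positive control wells; values of inactives mirror those of a sister screen read the other way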
Target sequence (Q61009 whole entry, looked up): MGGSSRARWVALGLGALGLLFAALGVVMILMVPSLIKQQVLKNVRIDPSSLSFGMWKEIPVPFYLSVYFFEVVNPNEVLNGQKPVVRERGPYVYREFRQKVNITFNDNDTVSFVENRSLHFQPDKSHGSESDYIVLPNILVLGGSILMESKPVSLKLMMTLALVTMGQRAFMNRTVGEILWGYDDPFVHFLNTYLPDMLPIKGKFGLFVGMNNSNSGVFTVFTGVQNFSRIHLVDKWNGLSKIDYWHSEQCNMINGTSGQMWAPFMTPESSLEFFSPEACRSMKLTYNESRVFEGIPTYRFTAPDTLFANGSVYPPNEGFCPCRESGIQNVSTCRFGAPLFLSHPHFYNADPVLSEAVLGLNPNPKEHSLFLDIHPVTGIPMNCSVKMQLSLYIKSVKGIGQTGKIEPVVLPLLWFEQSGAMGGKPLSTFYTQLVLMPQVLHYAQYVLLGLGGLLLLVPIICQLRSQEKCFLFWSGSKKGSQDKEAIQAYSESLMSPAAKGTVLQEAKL
phage Ecoli inh: E. coli growth loss with phage present; 360,000 compounds, 0.26% hits; inhibition, % at 11.9 µM; growth absorbance; in the data active means inhibition above about 11%
MITF act: activators of MITF-driven TRPM1 promoter activity in SK-MEL-5 cells. SK-MEL-5 TRPM1-promoter luciferase, 24 h; % of positive control, neutral wells = 0. activation, % at 12.5 µM. 300,000 compounds, 0.75% hits;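 active means mean activation of at least 80% with every replicate also reaching 80%; inconclusive means mean reaches 80% but some replicate falls short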;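 further: 0% = neutral control wells and 100% = parthenolide positive control wells; values of inactives mirror those of a sister screen read the other way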
Wnt act: activators of Wnt/beta-catenin signaling. Wnt/beta-catenin reporter cell assay, activator, plate reader. activation, % at 9.35 µM. 300,000 compounds, 1.2% hits. AID 743398; in the data active means activation above about 30%, passing the limit was not always enough; inconclusive means no clear call, values can overlap the other calls;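 further: 0% = neutral control wells and 100% = positive control wells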
SR-BI DiI-HDL act: enhances SR-BI lipid uptake from DiI-HDL. AID 504775. CHO ldlA[mSR-BI] cells, DiI-HDL uptake fluorescence, 3 h; 100 = double the neutral-control signal. 320,000 compounds, 0.096% hits. activation, % at 12.5 µM;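 active means mean replicate activation of at least 60% and every replicate at or above 60%; inconclusive means mean or all-replicate condition met, but not both; inactive means mean below 60% and not all replicates reaching 60%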;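 further: 0% = median plate neutral-control signal and 100% = twice that signal; values of inactives mirror those of a sister screen read the other way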
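System: LDL receptor-deficient CHO ldlA cells overexpressing murine SR-BI | Timing: 3 h uptake period with compound, 37 °C | Medium: HEPES-buffered (25 mM, pH 7.4) F12 plus 0.5% BSA | Dosing: Single-point compound dose | Signal: Bottom-read fluorescence, 550/595 nm | Read-out: Retained DiI signal reflecting DiI-HDL uptake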
CAL PDZ FP-2: human CAL PDZ-peptide interaction inhibition; Q9HD26; inhibition, % at 20 µM; AID 504414; purified CAL PDZ, TMR-peptide fluorescence polarization, 1 h; 330,000 compounds, 0.02% hits;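 active means highest replicate inhibition of at least 40%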;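 further: plate controls were DMSO neutral control wells for no effect and unlabeled competitor peptide control wells for full effect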
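Assay system – tagged CAL PDZ protein CerCALP, purified · Timing – 1 h at RT · Compound – single point, 20 µM · Measured by – fluorescence polarization from S- and P-plane intensities, G-factor corrected · Evaluation – inhibition from polarization loss · Probe or stimulus – TMR reporter peptide T*-PRC34 · Buffer or medium – pH 7.4 phosphate-saline buffer, reducing agent, detergent, IgG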
E coli growth: reduces bacterial viability in AddAB counter-screen | E. coli V3065 growth, OD600 absorbance, 18 h | inhibition, % at 11.9 µM | 330,000 compounds, 0.27% hits | AID 449728;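 active means inhibition above the campaign's mean inhibition across all tested compounds plus 3 SD, cut at about 9.9% in these data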;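 further: uninfected addAB+ strain grown without phage in ampicillin broth; 0% = DMSO wells and 100% = ciprofloxacin 0.95 µg/ml wells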
Active calls of the source: *.

Results for CSc1cccc(NC(=O)c2cc(S(=O)(=O)N3CCCCC3)c[nH]2)c1 ?
Tat transport: -10; AddAB inh: -1.7; SR-BI DiI inh: 22; phage Ecoli inh: 1.4; MITF act: -3; Wnt act: -3; SR-BI DiI-HDL act: -22; CAL PDZ FP-2: 0.2; E coli growth: 1.5

What do the screens show for `COC(=O)[C@H]1[C@H]2C[C@@H]3c4[nH]c5cc(OC)ccc5c4CCN3C[C@H]2C[C@@H](OC(=O)c2ccc(N)cc2)[C@@H]1OC`?
CAL PDZ FP-1: 2; Tat transport: 1; AddAB inh: 1.5; SR-BI DiI inh: 11; phage Ecoli inh: -2.5; MITF act: 8; Wnt act: -4; SR-BI DiI-HDL act: -11; CAL PDZ FP-2: 2.3; E coli growth: -1.4

What do the screens show for `COc1ccc(OCC(=O)N2CCN(S(=O)(=O)c3ccccc3[N+](=O)[O-])CC2)cc1`?
CAL PDZ FP-1: 2; Tat transport: 4; AddAB inh: 3.2; SR-BI DiI inh: 5; phage Ecoli inh: 3.2; MITF act: -7; Wnt act: -1; SR-BI DiI-HDL act: -5; CAL PDZ FP-2: -0.2; E coli growth: -1.6

How did Oc1ccccc1/C=N/n1c(COc2ccccc2)n[nH]c1=S do in these assays?
CAL PDZ FP-1: -4; Tat transport: -13; AddAB inh: -1.2; SR-BI DiI inh: -13; phage Ecoli inh: -2.8; Wnt act: -2; SR-BI DiI-HDL act: 13; CAL PDZ FP-2: -0.9; E coli growth: -1.6

What do the screens show for `COc1ccc2cc(-c3cccnc3)ncc2c1`?
CAL PDZ FP-1: -3; Tat transport: -5; AddAB inh: 2.9; SR-BI DiI inh: 12; phage Ecoli inh: 3.7; MITF act: 97*; Wnt act: inconclusive; SR-BI DiI-HDL act: -12; CAL PDZ FP-2: -0.3; E coli growth: 2.0

How did O=C(NNC(=O)C1CC1c1ccccc1)c1ccccc1[N+](=O)[O-] (centres undefined) do in these assays?
CAL PDZ FP-1: -6; Tat transport: -4; AddAB inh: 0.3; SR-BI DiI inh: -39; phage Ecoli inh: 2.3; MITF act: -2; Wnt act: -1; SR-BI DiI-HDL act: 39; CAL PDZ FP-2: -0.5; E coli growth: -2.2

How did COC(=O)C(=C/C=C/c1ccco1)C(=O)OC do in these assays?
CAL PDZ FP-1: -3; Tat transport: 10; AddAB inh: 4.1; SR-BI DiI inh: 12; phage Ecoli inh: -0.4; MITF act: 9; Wnt act: 0; SR-BI DiI-HDL act: -12; CAL PDZ FP-2: -2.6; E coli growth: -1.8

How did CCOC(=O)C1CCN(C2=C(NS(=O)(=O)c3ccc(Br)cc3)C(=O)c3ccccc3C2=O)CC1 do in these assays?
CAL PDZ FP-1: -1; Tat transport: 0; AddAB inh: 1.9; SR-BI DiI inh: 17; phage Ecoli inh: 1.8; MITF act: -28; Wnt act: 0; SR-BI DiI-HDL act: -17; CAL PDZ FP-2: -0.1; E coli growth: 0.9

How did CSc1cccc(NC(=O)CCc2ccccc2)c1 do in these assays?
CAL PDZ FP-1: -3; Tat transport: -7; AddAB inh: 2.4; SR-BI DiI inh: 0; phage Ecoli inh: 4.1; MITF act: 6; Wnt act: 0; SR-BI DiI-HDL act: 0; CAL PDZ FP-2: -0.7; E coli growth: -0.9

How did COc1ccc(C)cc1-n1nnnc1SCc1nc2ccccc2s1 do in these assays?
CAL PDZ FP-1: -1; Tat transport: 5; AddAB inh: 2.5; SR-BI DiI inh: 8; phage Ecoli inh: -0.3; Wnt act: 24; SR-BI DiI-HDL act: -8; CAL PDZ FP-2: -1.5; E coli growth: 1.2

Results for Cn1c(C(=O)O)c(CC(=O)NCc2cccnc2)c2ccccc21 ?
CAL PDZ FP-1: -2; Tat transport: -7; AddAB inh: -0.6; SR-BI DiI inh: -22; phage Ecoli inh: -0.5; MITF act: 0; SR-BI DiI-HDL act: 22; CAL PDZ FP-2: -0.1; E coli growth: -0.5

Results for Cc1ccc(C(C)C)c(OCCSc2nc3ccccc3n2CC(=O)O)c1 ?
CAL PDZ FP-1: 13; Tat transport: 0; AddAB inh: -2.0; SR-BI DiI inh: -2; phage Ecoli inh: 2.1; MITF act: 3; Wnt act: 0; SR-BI DiI-HDL act: 2; CAL PDZ FP-2: -0.7; E coli growth: -3.1

What do the screens show for `Nc1nonc1-n1nnc(C(=O)N/N=C/c2ccccc2)c1CSc1ccc(Cl)cc1`?
CAL PDZ FP-1: -5; Tat transport: -3; AddAB inh: 0.1; SR-BI DiI inh: -17; phage Ecoli inh: 3.4; MITF act: -8; SR-BI DiI-HDL act: 17; CAL PDZ FP-2: 0.3; E coli growth: -1.7

What do the screens show for `CN(C)/C=C1/Oc2c(ccc3ccccc23)C1=O`?
CAL PDZ FP-1: -1; Tat transport: 0; AddAB inh: 3.0; SR-BI DiI inh: -8; phage Ecoli inh: 1.9; MITF act: 0; Wnt act: -1; SR-BI DiI-HDL act: 8; CAL PDZ FP-2: -0.2; E coli growth: 0.3

Results for Cc1nnsc1C(=O)N1CCC(CO)(Cc2ccccc2Cl)CC1 ?
CAL PDZ FP-1: -1; Tat transport: 5; AddAB inh: 1.7; phage Ecoli inh: 0.5; MITF act: 8; Wnt act: 0; CAL PDZ FP-2: -0.5; E coli growth: 0.8

What do the screens show for `CC1(C)C(=O)N(c2ccccc2)C1c1ccccc1O` (centres undefined)?
CAL PDZ FP-1: -2; Tat transport: 0; AddAB inh: 0.8; SR-BI DiI inh: -17; phage Ecoli inh: 1.8; MITF act: -5; Wnt act: -2; SR-BI DiI-HDL act: 17; E coli growth: -1.8

What do the screens show for `COC(C/C=C\[C@H](O)[C@@H](C)OCc1ccccc1)OC`?
CAL PDZ FP-1: -1; Tat transport: -8; AddAB inh: 2.1; SR-BI DiI inh: -19; phage Ecoli inh: 2.4; MITF act: -1; Wnt act: 1; SR-BI DiI-HDL act: 19; CAL PDZ FP-2: -1.0; E coli growth: -2.4

Results for O=C(NCc1ccccn1)C1CCC(=O)N(Cc2ccc(Cl)cc2)C1 (centres undefined) ?
CAL PDZ FP-1: -3; Tat transport: 6; AddAB inh: 1.2; SR-BI DiI inh: -10; phage Ecoli inh: 1.2; MITF act: 13; Wnt act: 3; SR-BI DiI-HDL act: 10; CAL PDZ FP-2: -1.8; E coli growth: -0.4

Results for O=C(COC(=O)CNC(=O)c1ccccc1Cl)Nc1ncc(C(F)(F)F)cc1Cl ?
CAL PDZ FP-1: 3; Tat transport: -6; AddAB inh: 1.8; SR-BI DiI inh: -26; phage Ecoli inh: -0.1; MITF act: 0; Wnt act: 2; SR-BI DiI-HDL act: 26; CAL PDZ FP-2: -0.5; E coli growth: -1.7

What do the screens show for `COc1cc(C(=O)N=c2sccn2C)c([N+](=O)[O-])cc1OC`?
CAL PDZ FP-1: 1; Tat transport: -3; SR-BI DiI inh: -3; phage Ecoli inh: 2.9; MITF act: 4; Wnt act: -6; SR-BI DiI-HDL act: 3; CAL PDZ FP-2: -2.3

2 compounds picked at random from those above:
How did Oc1ccccc1/C=N/n1c(COc2ccccc2)n[nH]c1=S do in these assays?
CAL PDZ FP-1: -4; Tat transport: -13; AddAB inh: -1.2; SR-BI DiI inh: -13; phage Ecoli inh: -2.8; Wnt act: -2; SR-BI DiI-HDL act: 13; CAL PDZ FP-2: -0.9; E coli growth: -1.6

What do the screens show for `COc1ccc(OCC(=O)N2CCN(S(=O)(=O)c3ccccc3[N+](=O)[O-])CC2)cc1`?
CAL PDZ FP-1: 2; Tat transport: 4; AddAB inh: 3.2; SR-BI DiI inh: 5; phage Ecoli inh: 3.2; MITF act: -7; Wnt act: -1; SR-BI DiI-HDL act: -5; CAL PDZ FP-2: -0.2; E coli growth: -1.6

Next section
How did NC(=N\N=CCc1ccccc1)/C(N)=N/N=CCc1ccccc1 do in these assays?
CAL PDZ FP-1: -12; Tat transport: -3; SR-BI DiI inh: 25; phage Ecoli inh: 5.8; MITF act: 9; Wnt act: -2; SR-BI DiI-HDL act: -25; CAL PDZ FP-2: -1.0

How did CCN(CC)C(=O)CCCC(=O)N(CC)CC do in these assays?
CAL PDZ FP-1: -4; Tat transport: 7; AddAB inh: 8.0; SR-BI DiI inh: -24; phage Ecoli inh: 2.1; MITF act: 12; Wnt act: 1; SR-BI DiI-HDL act: 24; CAL PDZ FP-2: -1.9; E coli growth: 1.3

Results for COCCNC(=O)C(C(=O)c1ccc(F)cc1)n1cc(C)ccc1=O (centres undefined) ?
CAL PDZ FP-1: 2; Tat transport: 3; AddAB inh: -2.3; SR-BI DiI inh: -19; phage Ecoli inh: 3.6; MITF act: 8; Wnt act: -2; SR-BI DiI-HDL act: 19; CAL PDZ FP-2: -1.4; E coli growth: -1.4

Results for O=[N+]([O-])c1cc(/C=N/O)ccc1SCc1ccccc1Cl ?
Tat transport: 3; AddAB inh: 3.9; SR-BI DiI inh: 33; phage Ecoli inh: 1.9; MITF act: 2; Wnt act: 2; SR-BI DiI-HDL act: -33; CAL PDZ FP-2: -0.6; E coli growth: -1.6

What do the screens show for `Cc1ccc2[nH]c(=O)c(C(c3nnnn3CC3CCCO3)N3CCOCC3)cc2c1` (centres undefined)?
CAL PDZ FP-1: -4; Tat transport: -1; AddAB inh: 1.6; SR-BI DiI inh: -26; phage Ecoli inh: 2.9; SR-BI DiI-HDL act: 26; CAL PDZ FP-2: -1.1; E coli growth: 0.7

How did O=C(Nc1ccc(OCC(=O)N2CCOCC2)cc1)Nc1cccc(Cl)c1 do in these assays?
CAL PDZ FP-1: 0; Tat transport: -2; AddAB inh: -0.3; SR-BI DiI inh: -4; phage Ecoli inh: 1.4; MITF act: 1; Wnt act: 0; SR-BI DiI-HDL act: 4; CAL PDZ FP-2: -1.1; E coli growth: -1.1

How did CCOC(=O)CSc1nnc(N)s1 do in these assays?
CAL PDZ FP-1: -6; Tat transport: 5; AddAB inh: 0.2; SR-BI DiI inh: -7; phage Ecoli inh: 0.6; MITF act: 6; SR-BI DiI-HDL act: 7; CAL PDZ FP-2: 0.4; E coli growth: 1.5

Results for CC1CCN(S(=O)(=O)c2ccc3c4c2CC(=O)N4CC(C)S3)CC1 (centres undefined) ?
CAL PDZ FP-1: -4; Tat transport: -2; AddAB inh: 1.2; SR-BI DiI inh: 7; phage Ecoli inh: -1.1; MITF act: -45; Wnt act: -2; SR-BI DiI-HDL act: -7; CAL PDZ FP-2: -2.8; E coli growth: -5.9

Results for CCc1ccc(OCC(=O)OC(C)C(=O)NC2CC2)cc1 (centres undefined) ?
Tat transport: -11; AddAB inh: -1.0; SR-BI DiI inh: -12; phage Ecoli inh: 2.2; MITF act: 17; Wnt act: 12; SR-BI DiI-HDL act: 12; CAL PDZ FP-2: -0.5; E coli growth: 2.4
